C2C12 statin = suppression of simvastatin myotoxicity; C2C12 myotubes + simvastatin, ATP luminescence, 48 h; scaled: DMSO 0, geranylgeraniol control 100; rescue of ATP level, % at 7.49 µM; actives 0.78% (n = 330,000); AID 602340;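 active = mean ATP rescue above about 67%, or every replicate alone reaching that limit, limit read from the data, passing the limit was not always enough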;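 also: myotubes were challenged with 10 µM simvastatin during compound exposure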
F508del corr = CFTR F508del correction in bronchial cells; activity (quench increase), % at 7.58 µM; CFBE cells, YFP halide quenching; stimulated with forskolin plus potentiator P3; % fluorescence drop versus neutral controls; actives 0.36% (n = 350,000);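 active = mean added fluorescence quench of at least 8% versus neutral control, with both replicates also reaching 8%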;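 also: cells transiently co-express mutant CFTR-F508del with the halide-sensitive YFP; corrector assay measuring rescue of mutant channel to the surface after 24 h compound exposure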
PGC1a acetyl inh = modulators of PGC1a acetylation | actives 0.17% (n = 350,000) | inhibition, % at 15.6 µM | AID 651687 | U2OS PGC1a acetylation, AlphaScreen anti-acetyl-lysine; with virally co-expressed GCN5 acetyltransferase;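 active = every replicate shows inhibition of at least 40%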;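 also: 0% = neutral control wells and 100% = positive control wells; some results beyond the cut were filed as inactive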
miR122 inh = blocks miR-122 activity in Huh7 sensor cells | Huh7 miR-122 Renilla luciferase sensor, 48 h; neutral wells = 0, positive control = 100 | activation (reporter increase), % at 12.5 µM | actives 0.3% (n = 340,000);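 active = mean replicate activation score at least 90 and every replicate individually at or above 90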;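 also: higher luciferase means less miR-122 activity so hits act as miR-122 inhibitors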
GSIS activator = GLuc luminescence reporter in INS-1E cells, primary screen for activators of glucose-dependent secretion of insulin; INS-1E GLuc reporter insulin secretion, 2-3 h; activation, % at 16.6 µM; actives 0.61% (n = 370,000); AID 743287;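 active = lowest replicate activation of at least 40%, so every replicate reaches that level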;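 also: 0% = median of neutral control wells and 100% = median of IBMX positive control wells; some compounds called inactive have numbers as strong as hits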
Cneo AK release = Cryptococcus neoformans lysis via adenylate kinase release | C. neoformans lysis, adenylate kinase release luminescence, 4 h; normalised: neutral wells 0, clomiphene wells 100 | lysis activity, % at 15 µM | actives 0.2% (n = 360,000) | AID 651654;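 active = mean lysis activity across replicates of at least 80%, whatever share of replicates individually reach that level; inactive = mean lysis activity below 80%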
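read-out = cell lysis signal | test system = log-phase Cryptococcus neoformans yeast cells | input = cells at 5 × 10^6 per mL | medium = fresh YPD growth medium | signal = luminescent adenylate kinase detection reagent | timing = 4 h at 37 °C static, read 1 h later | dosing = single dose | controls = Clomiphene as positive lysis control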
FN deposit inh = fibronectin deposition inhibition; AID 743247; AH1F fibroblasts, Alexa488-fibronectin deposition fluorescence, overnight; inhibition, % at 12.6 µM; actives 0.086% (n = 350,000);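 active = mean inhibition across replicates of 30% or more, regardless of how many single replicates reach that level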;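 also: positive control wells lacked labelled fibronectin entirely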
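Material: AH1F fibroblasts assembling fluorescent fibronectin matrix; amount: 10000 AH1F cells/well; medium: DMEM, 2% serum; reagent: Alexa488-fibronectin, 24 nM final in well; dosing: single compound dose, delivered by pin transfer; incubation: 1 h adhesion, overnight exposure; detection: fluorescence after three HBSS washes, excitation 485 nm, emission 525 nm; measure: fibronectin deposition inhibition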
PglD inh = blocks C. jejuni PglD acetyltransferase activity | actives 0.098% (n = 360,000) | AID 602405 | purified PglD enzyme, DTNB colorimetric CoA detection | inhibition, % at 12.5 µM; in the data active = inhibition above about 16%, passing the limit was not always enough; also: strong numbers were not always called active
Active calls of the source: *; . = no result given; & = joins results of further samples; [ ] = another dose, or the depositor's remark.

SMILES	C2C12 statin	F508del corr	PGC1a acetyl inh	miR122 inh	GSIS activator	Cneo AK release	FN deposit inh	PglD inh
CCOC(=O)c1c(N)sc(C(O)(C(F)(F)F)C(F)(F)F)c1-c1ccc(Cl)cc1	.	.	.	14.9	.	-1.6	8.2	-2.9
COCCCNC(=O)CC1C[C@H](C(=O)N2CCCCC2)[C@@]2(C)c3[nH]c4ccccc4c3CCN2C1=O (stereo partly drawn)	9.4	-2.5	5.6	-0.8	157.6	1.7	-1.3	6.8
O=C(c1ccncc1)N1C[C@@H]2[C@H](c3ccccc31)[C@H](CO)N2C(=O)c1ccccn1	10.3	-0.2	8.1	-7.1[16.7 µM]	3.1	5.1	.	1.0
Cn1nccc1C(=O)OCC(=O)Nc1cccc(Cl)c1	5.3	0.2	0.0	-4.2	-15.4	4.1	0.4	3.8
Cc1ccc(S(=O)(=O)Nc2ccc3c(c2)CC(=O)N([C@H](C)CO)C[C@@H](C)[C@@H](CN(C)C(=O)Nc2ccccc2)O3)cc1	-9.8	0.7	1.6	-4.6[16.7 µM]	3.2	-9.8	.	4.6
Cc1ccccc1Oc1ccc2c(c1)[C@@H]1C[C@H](N(C)C(=O)c3cccnc3)[C@H]([C@H](C)O)C(=O)N1CC2	12.1	0.8	-1.2	2.5	-7.8	-2.9	2.5	-2.2
CC(C)C(=O)Nc1ccc2c(c1)C(=O)N(C)[C@H]1CC[C@@H](CC(=O)Nc3ccccc3)O[C@@H]1CO2	3.9	2.0	-3.4	1.4[16.7 µM]	3.5	-2.8	.	-0.6
Cc1ccc(S(=O)(=O)N2CCC(C(=O)OCC(=O)NCc3cccc(Cl)c3)CC2)cc1C	2.5	2.2	-6.0	-5.0	5.4	0.7	4.1	-0.4
C[C@H]1CN([C@@H](C)CO)C(=O)CCCn2cc(nn2)CO[C@@H]1CN(C)C(=O)Nc1cccc(C(F)(F)F)c1	5.9&-8.3&19.3	1.1&2.1&1.4	-20.0&25.5&3.9	0.3	2.7&4.5	-0.8&-1.9&-2.7	2.1&1.5	2.0&-0.4&1.0
CCOC(CNC(=O)C1CCN(S(=O)(=O)c2ccc3nc4c(c(C(=O)O)c3c2)CCCCC4)CC1)OCC	-8.5	0.1	3.7	-1.8	-17.5	7.7	5.0	1.3
Cc1ccc(C(=O)CC2(O)C(=O)Nc3ccccc32)s1 (stereo not drawn)	3.9	.	6.3	2.0	.	-0.6	15.9	1.2
O=C(Nc1nnc(C2=COCCO2)o1)c1ccc(F)cc1	-3.9	3.0	.	-4.3	5.7	-0.3	.	3.4
Cc1cc2oc(C(=O)N3CCN(CCc4ccccn4)CC3)c(C)c2cc1C	-6.5	-1.1	.	-7.3	12.0	1.7	-2.1	3.9
Cc1ccc(S(=O)(=O)Nc2ccc3c(c2)C(=O)N([C@H](C)CO)C[C@H](C)[C@@H](CN(C)S(=O)(=O)c2ccccc2)OCCCC[C@@H](C)O3)cc1	.	1.5	-0.7	-0.4[16.7 µM]	29.1	-1.3	3.7	-1.3
Cc1ccc(-c2cc(-c3cccc(F)c3)n[nH]2)c(O)c1	-8.3	.	8.3	7.2	.	-5.5	.	1.1
CCN1[C@@H]2c3cccc(=O)n3C[C@@H]2[C@@H](CO)[C@@H]1C(=O)NC1Cc2ccccc2C1	-3.5	.	.	.	12.4	43.8	.	4.3
Cc1cc(NC(=O)COC(=O)C2CC2)ccc1Br	8.0	-0.1	4.9	-5.2	7.4	-2.0	-10.2	-2.4
COc1ccc(NC(=O)Nc2ccc3c(c2)C(=O)N([C@H](C)CO)C[C@H](C)[C@@H](CN(C)S(=O)(=O)c2ccc(C)cc2)O3)cc1	-59.4	-0.9	5.1	-5.1[16.7 µM]	-22.6	-0.1	.	0.0
CCOC(=O)N1CCN(S(=O)(=O)c2cc(Br)cc3c2N(C(=O)CC)CC3)CC1	21.3	.	4.4	-4.0	.	-3.5	-24.6	-0.9
C=CC(COC(C)=O)NS(=O)(=O)c1ccc(Br)cc1 (stereo not drawn)	.	0.0	1.7	.	.	1.9	.	-0.9
CCC(Sc1nc2cc3c(cc2c(=O)n1Cc1ccco1)OCO3)C(=O)Nc1ccccc1OC (stereo not drawn)	.	.	.	-5.3	.	7.1	-3.5	6.8
COC(=O)C[C@H]1CC[C@@H]2[C@H](COC[C@H](O)CN2CCC(F)(F)F)O1	-18.8	-1.6	1.5	-4.8[16.7 µM]	4.2	-1.0	2.7	2.3
C[C@@H]1CN([C@H](C)CO)C(=O)c2cc(C3=CCCC3)cnc2O[C@@H]1CN(C)C(=O)c1ccncc1	18.2	0.5	2.6	-2.4[16.7 µM]	9.0	0.0	-6.4	-0.6
C[C@@H]1CN([C@H](C)CO)C(=O)Cc2cc(NC(=O)CCCN(C)C)ccc2O[C@@H]1CN(C)S(=O)(=O)c1ccccc1	-21.1	1.9	9.5	-2.2[16.7 µM]	6.7	-0.6	-3.2	4.4
CCCOc1ccc2c(C)c(CC(=O)OC)c(=O)oc2c1	-37.4	.	-7.7	-13.8	.	-1.5	.	-4.8
CCN(CC)P(=O)(Nc1ccc(Br)cc1)c1c(C)nn(CCC#N)c1NC(=O)c1ccc(Cl)cc1 (stereo not drawn)	11.4	6.0	-2.4	-2.4	4.8	0.9	-0.3	1.3
Cc1c(NC(=O)c2ccccc2)c(=O)n(-c2ccccc2)n1C	-1.1	.	-3.2	-4.5	.	-0.6	.	-1.8
Cc1ccc(/C=N/NC(=O)c2ccc3nc[nH]c3c2)o1	.	0.4	1.4	2.0	13.2	4.8	11.8	5.5
Cc1[nH]c(C)c(S(=O)(=O)N2CCN(c3cccc(C(F)(F)F)c3)CC2)c1C(=O)N1CCCC1	-3.4	-0.6	-3.8	1.2	-28.8	8.2	-4.6	3.9
CCOC(=O)C1=C(CSc2nc(-c3ccncc3)ccc2C#N)OC(N)=C(C#N)C1c1cccnc1 (stereo not drawn)	-16.4	.	7.0	3.1	.	-1.0	.	4.7
Cc1cccc2cc3c(N)c(C(=O)N4CCCc5ccccc54)sc3nc12	.	.	-53.0	24.9	16.7	2.8	-29.4	-3.6
C[C@@H]1CN([C@H](C)CO)C(=O)c2cc(NS(=O)(=O)c3ccc(F)cc3)ccc2O[C@@H]1CN(C)S(=O)(=O)c1cn(C)cn1	-37.0	-0.2	-3.8	0.9[16.7 µM]	3.5	.	.	.
CCOC(=O)c1c(C)n(C)c2ccc(OCC(O)Cn3nc(C)c(Br)c3C)cc12 (stereo not drawn)	-4.6	.	-61.0	13.2	.	5.9	-3.6	-3.7
C[C@H](CO)N1C[C@H](C)[C@H](CN(C)Cc2ccc(C(F)(F)F)cc2)Oc2c(NC(=O)c3nc4ccccc4s3)cccc2C1=O	5.7	3.3	-6.3	48.2[16.7 µM]	-5.5	0.6	-0.9	9.2
COc1cc(/C=C(/NC(C)=O)C(=O)O)cc(Cl)c1OCc1ccc(Br)cc1	-3.9	0.0	-7.5	3.6	-8.7	.	-4.6	.
Cc1noc(C)c1NC(=O)Nc1ccc2c(c1)CC(=O)N([C@H](C)CO)C[C@@H](C)[C@@H](CN(C)Cc1ccc(-c3ccccc3)cc1)O2	16.3	2.1	-2.9	0.0[16.7 µM]	-40.9	.	.	.
Cc1cc(C(C)(C)C)cc(C)c1S(=O)(=O)N1CC(=O)Nc2ccccc21	.	0.8	0.7	.	-46.6	2.9	21.1	-3.2
O=C(C[C@@H]1C[C@@H]2c3cc(NC(=O)C4CCOCC4)ccc3O[C@@H]2[C@@H](CO)O1)NC1CCCC1	0.1	-0.6	0.5	2.0[16.7 µM]	4.0	-0.6	2.5	0.2
CCC(C)(C)c1ccc(OCC(=O)N(C)C)c(C(C)(C)CC)c1	.	1.7	-29.2	-10.5	-14.5	.	-4.4	.
CCN(CC)c1ccc(-n2c(C)c(C(C)=O)c(C(C)=O)c2C)cc1	-45.1	.	-1.3	-0.6	-18.8	-2.2	.	-3.0
Nc1nonc1-c1nc2ccccc2n1Cc1ccc(Cl)cc1	-0.3	.	-4.3	.	.	4.9	.	-2.1
C[C@@H]1CN([C@@H](C)CO)C(=O)c2cc(NS(=O)(=O)c3ccc(Cl)cc3)ccc2O[C@@H](C)CCCCO[C@@H]1CN(C)Cc1ccncc1	47.8	-1.3	-3.3	17.1[16.7 µM]	-30.6	0.2	3.9	-3.6
C[C@H](CO)N1C[C@H](C)[C@@H](CN(C)S(=O)(=O)c2ccccc2F)Oc2cc(C#Cc3ccccc3)ccc2S1(=O)=O	-11.6	1.0	24.8	18.7[16.7 µM]	-3.4	-2.4	.	1.0
O=C(Nc1ccc(O)cc1)c1ccc(C(=O)c2ccccc2)o1	-13.9	.	4.8	-1.2	.	0.2	-37.8	-2.5
NCCSC1CC(=O)N(c2ccc(F)cc2)C1=O (stereo not drawn)	10.3	1.2	.	.	-3.8	0.6	9.0	-6.8
COc1ccc(N2CCN(c3ccc(N4C(=O)COCC4=O)cc3[N+](=O)[O-])CC2)cc1	3.9	.	8.5	-2.1	-26.3	0.0	-0.7	10.0
COc1ccc(C(=O)N2CCC(C)(C(=O)O)C2)c(OC)c1 (stereo not drawn)	-0.6	0.8	.	-2.6	-2.7	-0.9	-5.0	1.4
Fc1ccc(NC(=S)NCc2ccccn2)cc1	-9.3	.	-12.1	16.0	.	2.6	.	-2.2
CCOc1ccc(-c2nnc3sc(COc4ccc(Cl)cc4)nn23)cc1	.	.	4.0	1.5	.	-2.0	.	13.1
CC[C@]12c3[nH]c4ccc(OC)cc4c3CCN1C(=O)C(CC(=O)NC/C=C(\C)CCC=C(C)C)C[C@@H]2C(=O)N1CCN(C(=O)C2CC2)CC1 (stereo partly drawn)	-1.0	2.4	.	.	-41.3	1.8	-4.2	-1.1
COc1ccccc1-c1cnc2c(c1)C(=O)N([C@@H](C)CO)C[C@H](C)[C@H](CN(C)C(=O)c1ccccc1)O2	50.1	-1.1	3.9	-3.3[16.7 µM]	2.1	-5.4	-20.7	1.1
Cc1cccc(CN2C(=O)N/C(=C/c3cc(C)n(-c4ccccn4)c3C)C2=O)c1	-1.0	.	8.5	1.1	.	-3.3	.	-6.3

3 structures from above, sorted by number of heavy atoms, rising.
SMILES	C2C12 statin	F508del corr	PGC1a acetyl inh	miR122 inh	GSIS activator	Cneo AK release	FN deposit inh	PglD inh
CCN(CC)P(=O)(Nc1ccc(Br)cc1)c1c(C)nn(CCC#N)c1NC(=O)c1ccc(Cl)cc1 (stereo not drawn)	11.4	6.0	-2.4	-2.4	4.8	0.9	-0.3	1.3
C[C@H](CO)N1C[C@H](C)[C@H](CN(C)Cc2ccc(C(F)(F)F)cc2)Oc2c(NC(=O)c3nc4ccccc4s3)cccc2C1=O	5.7	3.3	-6.3	48.2[16.7 µM]	-5.5	0.6	-0.9	9.2
Cc1noc(C)c1NC(=O)Nc1ccc2c(c1)CC(=O)N([C@H](C)CO)C[C@@H](C)[C@@H](CN(C)Cc1ccc(-c3ccccc3)cc1)O2	16.3	2.1	-2.9	0.0[16.7 µM]	-40.9	.	.	.

Bioassay records (PubChem)
